aSyn yeast rescue – inhibitors of alpha-synuclein toxicity in yeast; hit rate 0.02% among 94,000; Potency, µM (highest dose often 46.1 µM), without a hit: at the highest dose growth rescue (activation), most hits filed as activators; S. cerevisiae alpha-synuclein toxicity rescue, BacTiter-Glo growth, 24 h; AID 1347070; active = well fitted activation curve with a large enough effect; inconclusive = small, poorly fitted or top-dose-only effect; also: 0% is about no effect
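Growth restoration measured by BacTiter-Glo luminescence after 24 hr at 30 deg C; alpha-synuclein yeast, raffinose-pregrown to mid-log, were added at OD600=0.02 in galactose medium onto pinned compounds.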
An asterisk follows results filed as active; u = inconclusive; [ ] = another dose, or the depositor's remark. Potency is read from the fitted curve at half-maximal effect. Only part of the results is shown. The share of hits here may be higher or lower than overall.

Preview (2 entries):
SMILES	aSyn yeast rescue
Cc1nn(CC(=O)NCCc2ccccc2)c(=O)c2c1sc1ccccc12	-4.1%
Cc1oc(-c2cccc(Cl)c2)nc1Cn1c(SCc2ccccc2F)nc2ccncc21	-38.2%[inhibitor]

Results (from the top)
SMILES	aSyn yeast rescue
Cc1nn(CC(=O)NCCc2ccccc2)c(=O)c2c1sc1ccccc12	-4.1%
Cc1oc(-c2cccc(Cl)c2)nc1Cn1c(SCc2ccccc2F)nc2ccncc21	-38.2%[inhibitor]
CNC(=O)c1ccc(CSc2nc3ccncc3n2Cc2ccc(C)cc2)cc1	9.3%
CC1(C)O[C@H]2CC(=O)OCC23[C@H]2CC[C@@]4(C)[C@H](c5ccoc5)OC(=O)[C@H]5O[C@]54[C@]2(C)C(=O)C[C@@H]13 (stereo partly specified)	13.3%
Cc1nc2c3ccccc3nc(NNC(=O)CCC(=O)N3CCN(c4ccccc4)CC3)n2n1	3.3%
Cc1coc2c1C(=O)C(=O)c1c-2ccc2c1CCCC2(C)C	-5.8%
COc1ccc(C(=O)Nc2nc3ccccc3n2CCOc2ccc(Cl)cc2)cc1	u
CCCn1ncc(CN2CCCC(C(=O)c3cccc(OC(C)C)c3)C2)c1C (stereo unspecified)	9.7%
Cc1nc2c3ccccc3nc(NNC(=O)CCC(=O)N3CCN(c4cc(Cl)ccc4C)CC3)n2n1	1.5%
COc1ccc(NC(=O)Cn2ccn(-c3ccc(C)c(C)c3)c(=O)c2=O)cc1Cl	0.5%
CCCCC1CCC(CCCC(C)CCC(=O)O)CC1 (stereo unspecified)	16.1%

Sorted by SMILES length (lowest first): part of the list above.
SMILES	aSyn yeast rescue
Cc1coc2c1C(=O)C(=O)c1c-2ccc2c1CCCC2(C)C	-5.8%
Cc1nn(CC(=O)NCCc2ccccc2)c(=O)c2c1sc1ccccc12	-4.1%
CNC(=O)c1ccc(CSc2nc3ccncc3n2Cc2ccc(C)cc2)cc1	9.3%

Screens (PubChem BioAssay)
